# 3CLpro inhibitor: SARS-CoV 3CLpro protease inhibitors, primary screen, biochemical, quenched FRET; recombinant SARS-CoV 3CLpro, quenched FRET peptide cleavage; inhibition, % at 6 µM; 290,000 tested, 0.14% active; in the data active means inhibition above about 12%
# BoNT F protease: BoNT/F light chain protease inhibitors, primary screen, biochemical, flow cytometry, MLPCN library. Botulinum neurotoxin type F light chain protease (Clostridium botulinum). inhibition, % at 10 µM. Multiplex microsphere protease cleavage assay. 360,000 tested, 0.22% active. AID 588497, 2011; in the data active means inhibition above about 35%, passing the limit was not always enough; inconclusive means no clear call, values can overlap the other calls; further: plate controls were buffer without enzyme for full effect and enzyme alone for no effect
# VHR inh abs: VHR1 phosphatase inhibitors, primary screen, biochemical, absorbance, uHTS. Dual specificity protein phosphatase 3 (Homo sapiens), P51452. recombinant VHR phosphatase, pNPP absorbance. inhibition, % at 13.3 µM. 290,000 tested, 0.52% active. AID 1654, 2009; in the data active means inhibition above about 50%; further: some compounds called inactive have numbers as strong as hits
# Target sequence (P51452 whole entry, looked up): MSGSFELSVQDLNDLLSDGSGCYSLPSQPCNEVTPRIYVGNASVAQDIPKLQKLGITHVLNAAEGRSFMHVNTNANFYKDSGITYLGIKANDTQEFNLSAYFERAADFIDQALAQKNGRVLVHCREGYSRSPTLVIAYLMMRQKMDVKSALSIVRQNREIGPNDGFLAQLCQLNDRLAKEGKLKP
# MazEF act: activators of E. coli MazEF toxin-antitoxin RNase, primary screen, biochemical, fluorescence, uHTS | FAM/BHQ RNA-DNA oligo cleavage fluorescence, 5 h | activation, % at 20 µM | 350,000 tested, 0.32% active | Endoribonuclease toxin MazF (Escherichia coli (strain K12)), P0AE70; in the data active means activation above about 50%
# Target sequence (P0AE70 whole entry, looked up): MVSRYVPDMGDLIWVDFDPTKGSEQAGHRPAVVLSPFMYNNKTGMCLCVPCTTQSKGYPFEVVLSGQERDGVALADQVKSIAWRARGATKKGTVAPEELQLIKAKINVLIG
# PrPC surface inh: inhibitors of human cell surface prion protein PrPC, primary screen, cell-based, TR-FRET. Major prion protein (Homo sapiens), P04156. inhibition, % at 13.8 µM. 370,000 tested, 0.43% active. AID 720596, 2013. TR-FRET read-out; in the data active means inhibition above about 24%; further: 0% = median of the test wells and 100% = reference compound wells
# BoNT-A LC inh2: BoNT/A light chain protease inhibitors, primary screen, biochemical, flow cytometry, MLPCN library. multiplex microsphere protease substrate cleavage. AID 588499, 2011. 360,000 tested, 0.17% active. inhibition, % at 10 µM; further: plate controls were buffer without enzyme for full effect and enzyme alone for no effect
# Anthrax LF prot: Bacillus anthracis LF protease inhibitors, primary screen, biochemical, multiplex microsphere, MLPCN library | multiplex microsphere protease cleavage assay | inhibition, % at 10 µM | 360,000 tested, 0.12% active | AID 588501, 2011; further: plate controls were buffer without enzyme for full effect and enzyme alone for no effect
# SSB-PriA inh: inhibitors of Klebsiella pneumoniae PriA binding to SSB C-terminal tail, primary screen, biochemical, AlphaScreen; AlphaScreen SSBct-PriA binding, biotinylated peptide; inhibition, % at 33 µM; 430,000 tested, 0.6% active; AID 1272365, 2023; in the data active means inhibition mostly above about 37%, no sharp cut-off; inactive means mostly below about 20%;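 further: plate controls were negative control peptide for no effect and reference peptide for full effect; strong numbers were not always called active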
# CCHF vOTU inh: CCHFV vOTU protease inhibitors, primary screen, biochemical, Pep-AMC substrate, fluorescence | inhibition, % at 11.5 µM | AID 651958, 2012 | 370,000 tested, 0.55% active | Crimean-Congo hemorrhagic fever virus L polyprotein viral ovarian tumor (vOTU) protease …; in the data active means inhibition above about 30%; further: 0% = vehicle wells with enzyme and 100% = no enzyme wells
# Rv3671c protease: Rv3671c serine protease inhibitors, primary screen, biochemical, fluorescence polarization, M. tuberculosis H37Rv; P9WHR9; inhibition, % at 5.96 µM; 320,000 tested, 0.048% active; in the data active means inhibition above about 38%;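 further: extracellular domain of Rv3671c used as enzyme; 0% = enzyme with DMSO and 100% = no enzyme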
# Target sequence (P9WHR9 whole entry, looked up, the tested form may be a part): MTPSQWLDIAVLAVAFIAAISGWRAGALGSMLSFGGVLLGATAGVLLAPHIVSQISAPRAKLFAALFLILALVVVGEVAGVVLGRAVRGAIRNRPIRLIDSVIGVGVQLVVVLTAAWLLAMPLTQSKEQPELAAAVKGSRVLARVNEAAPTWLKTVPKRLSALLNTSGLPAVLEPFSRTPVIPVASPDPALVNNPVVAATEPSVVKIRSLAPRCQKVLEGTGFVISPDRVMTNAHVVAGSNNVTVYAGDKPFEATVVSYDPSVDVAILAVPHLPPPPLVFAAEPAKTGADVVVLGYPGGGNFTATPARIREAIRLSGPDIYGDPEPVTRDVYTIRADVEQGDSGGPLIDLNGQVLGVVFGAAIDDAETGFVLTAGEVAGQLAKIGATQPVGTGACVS
# Active calls of the source: *; i = inactive; ? = inconclusive; / = not tested or not shown; & = joins results of further samples. Unless noted, no stated cut-off is given here; in the data, active means inhibition above about 30%; inconclusive means no clear call, values can overlap the other calls; inactive means below that.
SMILES,3CLpro inhibitor,BoNT F protease,VHR inh abs,MazEF act,PrPC surface inh,BoNT-A LC inh2,Anthrax LF prot,SSB-PriA inh,CCHF vOTU inh,Rv3671c protease
CC1CN(C(=O)CCC(=O)NCCc2ccccc2)c2ccccc2O1 (centres undefined),-0.4,1.7,21.2,5.2,-7.2,0.1,6.1,-1.4,2.4,2.3
O=C(Nc1ccn(Cc2c(F)c(F)c(F)c(F)c2F)n1)c1cccc(Cn2cc([N+](=O)[O-])cn2)c1,-0.9,-8.2,6.5,9.4,-3.1,0.3,-4.8,-6.2,-0.9,-4.4
CCC(=O)c1ccc(OCC(=O)N2CCN(S(=O)(=O)c3ccc(Cl)s3)CC2)cc1,/,-5.3,/,-0.3,6.7,0.3,0.8,-10.9,28.3,2.2
COC(=O)C1C(=O)c2c([nH]c(C(=O)OC3CCCCC3)c2C)CC1C (centres undefined),3.2,-0.6,12.1,1.4,3.8,-0.4,-4.2,3.0,-2.8,0.9
COc1cc2c(cc1NC(=O)c1cc(-c3ccncc3)nc3ccc(C)cc13)oc1ccccc12,-4.6,-0.1,2.6,-15.4,2.0,0.3,-5.2,1.4,-3.9,-9.1
O=C1CCCc2c1cc(C(=O)Nc1ccc(Br)cn1)c(=O)n2-c1ccccc1,0.7,-15.1,16.9,-21.1,3.9,-1.0,-0.4,-8.4,-2.2,0.8
COc1ccc(-c2nnc(NC(=O)CS(=O)(=O)c3ccc(F)cc3)o2)cc1,/,-4.6,/,3.1,-0.8,-0.8,0.5,1.2,1.7,2.2
COc1ccc(C)cc1NC(=O)C(OC(=O)CNC(=O)c1ccc(Br)cc1)c1ccccc1 (centres undefined),2.9,-2.3,-0.5,1.1,6.4,-0.5,-2.0,-4.0,3.1,-6.1
CC1(C)CC(=O)c2cn3ncnc3nc2C1,-3.8,-2.0,7.3,2.4,-2.2,-0.3,0.9,0.3,0.3,9.7
CCc1ccc2oc(C(=O)N3CCN(c4ccc(OC)cc4)CC3)cc(=O)c2c1,0.8,12.8,15.5,-1.8,-3.3,1.6,-2.9,-9.7,7.2,-3.0
COc1cc(NCCCC(C)N)c2ncccc2c1 (centres undefined),0.3,-48.1,/,1.4,-51.5,0.0,-25.4,49.2*,65.1*,/
CCCCn1c(N)c(N(CCOC)C(=O)c2ccc(Cl)c(S(=O)(=O)N3CCCC3)c2)c(=O)[nH]c1=O,-2.0,16.4,31.8,1.0,2.1,1.7,-1.2,-10.8,13.6,-2.7
C[C@@H]1NS(=O)(=O)c2cc(Cl)ccc2O[C@@H]1c1ccccc1,/,-6.0,/,2.8,3.9,-0.2,2.8,-17.3,2.0,/
Cc1ccc(C)c(-n2cc(CN3CCNC(=O)CC3)c(-c3ccccc3)n2)c1,-4.0,-3.4,18.6,-20.1,-1.7,-0.7,-0.6,-0.3,-2.7,-0.2
O=C(CNC1CCCCC1)NN=C(c1ccccc1)c1ccccc1,0.1,0.0,26.4,7.2,-2.0,-0.2,-2.3,19.0,6.7,11.2
COC(=O)c1[nH]c2c(c1C)C(=O)CC(c1ccc(C)cc1)C2 (centres undefined),3.1,-5.0,7.2,9.6,1.8,-0.1,-2.5,-1.9,8.5,-3.6
O=C(O)COc1c(F)c(F)c(C(F)(F)F)c(F)c1F,/,?,14.7,-0.6,-4.2,?,?,-1.1,6.7,8.2
O=C(O)CCCC(=O)Nc1ccc(OCc2nc3ccccc3s2)cc1,-0.9,-8.2,57.4*,7.6,-0.9,1.0,-5.7,-7.0,4.8,1.1
CCOc1ccc(C2CC(=O)n3nc(C45CC6CC(CC(C6)C4)C5)nc3S2)cc1OC (centres undefined),1.9,-19.6,6.2,0.0,1.1,-1.0,-2.1,6.6,1.7,1.1
O=C(COc1ccccc1)N[C@@H]1c2ccccc2CC[C@H]1OCc1ccccc1,/,2.3,/,6.0,10.9,-0.1,-5.0,-15.5,11.7,/
CN(CCc1ccccn1)Cc1ccc(Cl)c(Cl)c1,-7.3,?,42.9,2.7,4.7,-4.4,7.1,-3.1,3.9,3.4
O=C(c1ccccc1)c1ccc(-n2ccnc2)c([N+](=O)[O-])c1,-2.9,-5.5,43.6,8.4,-3.6,0.6,3.7,-7.4,-4.4,1.1
Cc1ccc(NC(=O)NCCCN2CCCC2=O)cc1Cl,-0.4,-3.4,1.8,-6.2,-8.5,-0.3,-3.9,-1.4,12.4,3.1
COc1ccc(CCNS(=O)(=O)c2ccc(F)cc2)cc1OC,-1.2,2.8,2.8,1.5,0.4,0.3,-1.0,3.5,8.5,-2.0
COc1ccc(NC(=O)C2CCCN(S(=O)(=O)c3cccnc3)C2)cc1 (centres undefined),-5.2,-7.7,0.0,-2.3,2.1,1.2,-2.5,-21.0,1.0,5.8
# Other entries follow.
SMILES,3CLpro inhibitor,BoNT F protease,VHR inh abs,MazEF act,PrPC surface inh,BoNT-A LC inh2,Anthrax LF prot,SSB-PriA inh,CCHF vOTU inh,Rv3671c protease
CC1CC(C)CN(Cc2nc(N)nc(Nc3ccc4ccccc4c3)n2)C1 (centres undefined),-9.1,4.2,6.0,-2.0,-8.2,-0.2,0.4,-19.4,12.4,1.6
COC(=O)c1cc(OC)c(OC)cc1NC(=S)N1CCN(C)CC1,-5.5,-4.3,9.7,-1.0,0.0,-0.9,1.0,-6.0,-6.8,3.1
O=C(CSc1cccc[n+]1[O-])Nc1cccc(Oc2ccccc2)c1,1.3,-5.4,4.7,0.5,0.2,-0.8,-4.3,-2.6,-6.5,0.8
O=C(NCCc1ccccc1Cl)c1ccc2nc3ccccc3c(=O)n2c1,-0.5,10.4,44.0,-1.3,3.0,2.9,7.0,-19.2,-8.0,-0.5
CC(C)(C)OC(=O)N[C@H](/C=C/c1ccccc1)C(=O)OC(C)(C)C,/,-3.2,/,4.2,-0.6,-0.7,-2.8,-3.0,1.6,-3.7
COc1ccccc1-n1c(Cc2cccs2)n[nH]c1=S,-0.5,-11.7,25.6,0.9,-1.1,-2.0,-0.6,6.9,-5.6,8.9
COC(=O)NNC(=O)Cc1cccc2ccccc12,0.6,4.2,-14.5,2.1,4.1,-0.4,-1.7,4.9,-13.2,-7.9
CCOC(=O)CCCn1nc(C)n2c(cc3sccc32)c1=O,0.4,-3.6,-0.2,1.1,12.8,-1.0,3.5,-5.4,-1.0,-6.9
Cc1ccc(S(=O)(=O)NC(Cc2ccccc2)C(=O)O)cc1 (centres undefined),2.7,1.1,13.9,11.3,-3.4,0.2,-2.8,-0.1,4.6,-2.1
COc1ccc(OC)c(CNC(=O)CCn2c(=O)c3cccn3c3ccc(F)cc32)c1,-1.4,3.5,-2.2,6.2,-1.6,-1.2,-3.3,-3.2,3.2,9.8
CCN(CC)C(=O)CSC1=C(C#N)C(c2ccco2)C(C(=O)OCCOC)=C(C)N1 (centres undefined),1.2,-1.6&-5.0,-17.2,-4.2&-4.5,1.7&4.5,-0.7&-1.0,-19.9&-0.5,-0.5&-10.2,8.5&-7.4,-5.7
CCOC(=O)NC1Cc2ccccc2C1Sc1ccccn1 (centres undefined),-3.0,-19.6,-10.3,5.7,0.9,-3.6,-2.0,-2.3,-3.1,-7.7
Cc1ccc(Cl)cc1-c1ccc(/C=N/n2cnnc2)o1,0.2,-1.2,4.4,-0.9,-6.4,-0.1,0.3,/,26.4,-10.6
COc1ccccc1CNCc1cccc(Oc2ccccc2)c1,2.1,-14.4,12.1,-13.3,-8.6,-1.4,1.8,-2.6,-4.0,9.3
CC(C)Cc1nc(NCCN2CCOCC2)c(C#N)c2c1COC(C)(C)C2,-1.4,-8.1,-0.2,3.2,8.4,-0.3,2.5,-13.1,5.0,-0.8
COc1cc(C(=O)N=C2SC3CS(=O)(=O)CC3N2c2ccccc2)cc(OC)c1OC (centres undefined),2.4,2.1,10.4,3.6,-5.5,0.3,-0.9,-7.6,6.9,-4.5
CC1CCCN(C(=O)C2CCN(S(=O)(=O)c3cccc4nonc34)CC2)C1 (centres undefined),-0.6,-2.6,25.5,9.2,-17.7,-1.2,-0.2,-4.7,0.7,-7.1
COC(=O)c1ccc(C2/C(=C(/O)c3ccc(OC)cc3)C(=O)C(=O)N2Cc2ccco2)cc1 (centres undefined),0.0,0.5,-5.3,-1.5,1.3,0.9,-7.2,/,-4.0,-4.2
CC(=O)Nc1cccc(NC(=O)C(=O)Nc2ccc3c(c2)N(C(=O)C2CC2)CCC3)c1,/,7.6,/,-3.0,-2.5,-0.1,-2.8,-7.3,3.3,/
Cc1ccc(C2(CC(=O)Nc3nccs3)CCOC(C(C)C)C2)cc1 (centres undefined),0.4,-0.5,5.7,-8.5,-3.8,-0.5,-0.4,-3.6,10.2,-3.2
O=C(O)Cn1c2ccccc2c2ccccc21,2.5,-2.6,12.2,6.8,7.5,0.6,-3.4,-8.1,2.4,-0.9
Nc1nc(SCc2ccc([N+](=O)[O-])cc2)nc2nc3c(cc12)CCCC3,-0.6,6.0,5.7,30.8,-2.5,2.1,1.5,-1.3,-9.0,-6.1
CC(NC(=S)NC1CCCCC1)C(c1ccccc1)N1CCOCC1 (centres undefined),3.3,-22.9,6.7,-21.7,0.2,-4.6,-16.0,-5.4,-6.6,-0.3
COc1ccc(/C=C/C(=O)N2CCN(C)CC2)cc1OC,2.2,?,17.8,10.5,-1.8,5.8,-14.2,2.2,-9.0,5.1
CCOC(=O)C1(Cc2ccc(OC)cc2)CCN(C(=O)c2cc(C)nn2C)CC1,5.0,4.8,5.5,-0.6,10.4,0.4,-1.5,-12.6,5.7,-8.2
O=C(CNc1cccc(C(F)(F)F)c1)N/N=C/c1ccccc1C(=O)O,1.1,0.2,-0.9,10.6,10.8,-0.8,-0.5,i,14.4,-6.7
CCN(CC)c1ccc(NS(=O)(=O)c2ccc(OC)cc2)cc1,4.9,0.8,26.4,-5.9,5.5,-0.5,-2.4,1.2,3.9,2.8
CCCn1c(SCC(=O)Nc2c(C)cccc2CC)nnc1C(C)C,4.8,-3.9,2.9,4.9,-0.1,0.6,-1.1,-16.6,-3.6,0.7
COc1ccc2cc(/C=N/O)c(Cl)nc2c1,-0.8,-3.8,-2.7,-10.7,-8.3,-0.7,0.0,/,-11.2,1.5

# An excerpt from above, limited to PrPC surface inh.
mol	PrPC surface inh
O=C(CSc1cccc[n+]1[O-])Nc1cccc(Oc2ccccc2)c1	0.2
O=C(NCCc1ccccc1Cl)c1ccc2nc3ccccc3c(=O)n2c1	3.0
CC(C)(C)OC(=O)N[C@H](/C=C/c1ccccc1)C(=O)OC(C)(C)C	-0.6
COc1ccccc1-n1c(Cc2cccs2)n[nH]c1=S	-1.1

# Molecules shown so far with a cyano group, in the order listed:
SMILES,3CLpro inhibitor,BoNT F protease,VHR inh abs,MazEF act,PrPC surface inh,BoNT-A LC inh2,Anthrax LF prot,SSB-PriA inh,CCHF vOTU inh,Rv3671c protease
CCN(CC)C(=O)CSC1=C(C#N)C(c2ccco2)C(C(=O)OCCOC)=C(C)N1 (centres undefined),1.2,-1.6&-5.0,-17.2,-4.2&-4.5,1.7&4.5,-0.7&-1.0,-19.9&-0.5,-0.5&-10.2,8.5&-7.4,-5.7
CC(C)Cc1nc(NCCN2CCOCC2)c(C#N)c2c1COC(C)(C)C2,-1.4,-8.1,-0.2,3.2,8.4,-0.3,2.5,-13.1,5.0,-0.8

# Compound activity: PubChem, several laboratories

# This is a subset; count on the stated rates, not on these rows.
